PKA-R2B activ – activators of PKA-R2B holoenzyme, primary screen, biochemical, fluorescence polarization, Cy5-IP20, human | cAMP-dependent protein kinase catalytic subunit beta (Homo sapiens) + cAMP-dependent … | PKA-R2B holoenzyme dissociation; R2B truncated from residue 108, S112A mutant; 0% DMSO only, 100% 113 µM cGMP | activation, % at 11.4 µM | hit rate 0.079% among 340,000 | AID 504700, 2011;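 active means activation above a cutoff set at the mean over all compounds plus 3 SD, cut at about 18% in these data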;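 further: higher means more holoenzyme dissociation and a rise in polarization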
HTR5A inv ag – HTR5A inverse agonists in luminescence cell assay, primary screen, counter-screen for OPRM1-OPRD1 heterodimer inverse agonist project, full-deck HTS; 5-hydroxytryptamine receptor 5A (Homo sapiens), P47898; HTR5A cell line, inverse agonism; inhibition, % at 9.3 µM; hit rate 0.083% among 340,000; AID 504634, 2011; in the data active means inhibition mostly above about 23%, no sharp cut-off; inactive means mostly below about 18%;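 further: 0% = cells with DMSO and 100% = no-cell wells with DMSO; some compounds called inactive have numbers as strong as hits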
Pemphigus Ab inh – inhibitors of pemphigus antibody binding to DSG3, primary screen, biochemical, bead-based, flow cytometry, scFv-GFP. Desmoglein-3 (Homo sapiens), P32926. DSG3-coupled beads, scFv-anti-DSG3-GFP binding; stronger effect = lower value. binding (percent of control), % at 10 µM. hit rate 0.48% among 310,000;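 active means binding more than 3 SD below its plate's average and above zero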; further: some compounds called inactive have numbers as strong as hits
Target sequence (P32926 whole entry, looked up): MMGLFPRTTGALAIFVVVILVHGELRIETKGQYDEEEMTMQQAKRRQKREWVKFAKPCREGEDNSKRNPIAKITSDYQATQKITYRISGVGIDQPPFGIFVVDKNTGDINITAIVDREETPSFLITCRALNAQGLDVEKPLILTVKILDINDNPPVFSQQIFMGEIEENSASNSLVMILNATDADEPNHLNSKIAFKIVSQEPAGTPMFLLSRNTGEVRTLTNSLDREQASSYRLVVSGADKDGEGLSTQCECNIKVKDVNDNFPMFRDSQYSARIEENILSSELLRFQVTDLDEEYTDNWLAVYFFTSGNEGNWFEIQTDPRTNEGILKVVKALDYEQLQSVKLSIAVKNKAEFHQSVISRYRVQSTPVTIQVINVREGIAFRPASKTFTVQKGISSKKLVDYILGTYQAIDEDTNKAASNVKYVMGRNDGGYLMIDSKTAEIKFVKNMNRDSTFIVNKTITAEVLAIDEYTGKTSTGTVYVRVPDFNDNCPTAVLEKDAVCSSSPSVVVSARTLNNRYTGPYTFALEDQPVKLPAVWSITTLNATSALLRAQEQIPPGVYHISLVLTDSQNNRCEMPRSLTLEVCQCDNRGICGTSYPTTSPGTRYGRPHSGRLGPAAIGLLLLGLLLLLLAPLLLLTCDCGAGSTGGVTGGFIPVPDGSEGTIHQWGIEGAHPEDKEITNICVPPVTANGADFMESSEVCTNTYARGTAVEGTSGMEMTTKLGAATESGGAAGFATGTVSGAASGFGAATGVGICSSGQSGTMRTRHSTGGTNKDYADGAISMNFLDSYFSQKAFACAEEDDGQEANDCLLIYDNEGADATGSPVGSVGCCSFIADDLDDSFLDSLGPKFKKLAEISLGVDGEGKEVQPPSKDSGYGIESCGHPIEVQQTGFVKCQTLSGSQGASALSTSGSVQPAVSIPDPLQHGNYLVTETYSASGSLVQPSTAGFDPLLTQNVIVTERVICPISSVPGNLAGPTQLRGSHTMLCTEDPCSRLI
V-ATPase pHluor – regulators of yeast V-ATPase proton pumping, primary screen, pHLuorin cytosolic pH fluorescence; S. cerevisiae; response, % at 10 µM; hit rate 0.37% among 350,000; in the data active means response mostly above about 7.3%, no sharp cut-off; inactive means mostly below about 5.4%; further: actives read high; inactives centre near 0; some compounds called inactive have numbers as strong as hits; reference of the scale not given here
Arr AP2 block – inhibitors of beta-arrestin/AP2 binding, primary screen, biochemical, GPCR trafficking, flow cytometry; FITC-arrestin peptide / GST-AP2 beads; AP2 beta2 appendage carries R879A mutation; inhibition, % at 10 µM; hit rate 0.31% among 340,000;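 active means inhibition above a set limit, near 3 SD of compounds lacking own fluorescence, cut at about 54% in these data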;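 further: plate controls were DMSO wells for no effect and 5 µM unlabelled arrestin peptide for full effect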
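System: GST-AP2 R879A glutathione beads | Also added: FITC-arrestin peptide, 50 nM | Times: 12 min plus 1 h, RT | Signal: Bead flow cytometry, FITC channel | Buffer or medium: PBS with 0.05% Tween 20 and 0.1% BSA | Read-out basis: Percent drop in bead-associated FITC signal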
DAGLB inhibitor – DAGLB lipase inhibitors, primary screen, biochemical, fluorescence, HTS. HEK293T DAGLB membrane lysate, EnzChek fluorogenic substrate. AID 504411, 2011. inhibition, % at 5.17 µM. hit rate 0.059% among 340,000; in the data active means inhibition above about 34%;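 further: 0% = enzyme with vehicle and 100% = wells lacking enzyme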
PKA-R1A activ – activators of PKA-R1A holoenzyme, primary screen, biochemical, fluorescence polarization, Cy5-IP20, bovine R1A, mouse PKAc; cAMP-dependent protein kinase type I-alpha regulatory subunit (Bos taurus) + …; hit rate 0.083% among 340,000; AID 504707, 2011; activation, % at 11.4 µM; PKA-R1A dissociation; scaled: DMSO 0%, 113 µM cGMP 100%;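 active means percent activation above the mean of all tested compounds plus 3 SD, cut at about 19% in these data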;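 further: higher means more PKAc released from R1A so a rise in polarization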
HTR5A ag ctr – HTR5A agonists in luminescence cell assay, primary screen, counter-screen for OPRM1-OPRD1 heterodimer agonist project, full-deck HTS. activation, % at 9.3 µM. 5-hydroxytryptamine receptor 5A (Homo sapiens), P47898. hit rate 0.61% among 340,000. cell-based. AID 504692, 2011; in the data active means activation mostly above about 9.5%, no sharp cut-off; inactive means mostly below about 7.6%;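 further: 0% = cells with vehicle only and 100% = reference agonist; strong numbers were not always called active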
MOR-DOR ag – agonists of OPRM1-OPRD1 heterodimerization, primary screen, cell-based, luminescence. hit rate 0.3% among 340,000. cells. AID 504326, 2011. activation, % at 9.3 µM. Mu-type opioid receptor (Homo sapiens) + Delta-type opioid receptor (Homo sapiens), …; in the data active means activation above about 18%;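 further: 0% = vehicle-treated cells and 100% = reference agonist; values of inactives mirror those of a sister screen read the other way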
MOR-DOR inv ag – inverse agonists of MOR-DOR heterodimerization, primary screen, cell-based, luminescence. Mu-type opioid receptor (Homo sapiens) + Delta-type opioid receptor (Homo sapiens), …. cell-based MOR-DOR heterodimer luminescence, inverse agonism. inhibition, % at 9.3 µM. hit rate 0.21% among 340,000. AID 504357, 2011; in the data active means inhibition above about 22%, passing the limit was not always enough;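 further: 0% = cells with DMSO and 100% = wells without cells with DMSO; values of inactives mirror those of a sister screen read the other way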
Active calls of the source: *; . = no result given.

SMILES | PKA-R2B activ | HTR5A inv ag | Pemphigus Ab inh | V-ATPase pHluor | Arr AP2 block | DAGLB inhibitor | PKA-R1A activ | HTR5A ag ctr | MOR-DOR ag | MOR-DOR inv ag
O=C(CNCc1cccnc1)Nc1cc(C(F)(F)F)ccc1N1CCOCC1 | -5.2 | -1.9 | 104.1 | -5.0 | 0.8 | 0.5 | -9.5 | -1.9 | -1.2 | 6.4
Cc1noc(NS(=O)(=O)c2ccc(NC(=O)COc3ccc(Cl)cc3Cl)cc2)c1C | -1.2 | -0.7 | 94.7 | -5.1 | 20.4 | 11.6 | -9.6 | 2.0 | -0.7 | 3.9
O=C(Nc1cccc(S(=O)(=O)N2CCOCC2)c1)c1ccc2c(=O)n3c(nc2c1)CCCCC3 | -4.3 | -5.8 | . | -3.9 | -10.4 | 1.1 | -8.8 | 0.6 | -0.9 | 4.3
C=CCOc1ccc(/C=C2/C(=O)ON=C2C)cc1OCC | -2.7 | 13.1 | 106.3 | 6.6 | -14.2 | 1.8 | 11.6 | -3.5 | 0.2 | -1.1
O=C(Nc1ccc(N2CCOCC2)cc1N1CCOCC1)c1ccc(Cl)cc1 | -1.5 | -5.9 | 100.3 | -0.1 | 4.4 | 1.7 | -2.1 | 1.3 | -1.1 | 7.8
CCOC(=O)c1sc(NC(=O)Nc2ccc(Cl)cc2)cc1C | -8.9 | -3.2 | . | 3.1 | 2.2 | -5.7 | -7.7 | 3.0 | 0.2 | -1.0
COc1cc(N)c(Cl)cc1C(=O)OCC(=O)N1c2ccccc2NC(=O)C1(C)C | 11.3 | 6.7 | 94.8 | -1.3 | 1.0 | 2.2 | 0.8 | -1.7 | -1.6 | 8.2
CCc1nc(SCC(=O)NCC2CCCO2)c2oc3ccccc3c2n1 (stereo not drawn) | -1.5 | -12.4 | 116.5 | -4.6 | 7.7 | -3.0 | -4.7 | 3.6 | -1.5 | 6.9
Cc1ccc(C(C)C)c(OCC(=O)NNC(=O)C(C(C)C)N2C(=O)c3ccccc3C2=O)c1 (stereo not drawn) | -5.6 | -19.6 | 102.8 | 0.3 | -11.7 | -4.7 | 1.1 | 4.6 | 5.5 | -30.4
C=CCNC(=O)c1ccc(CN2CCC(Cc3ccccc3)CC2)cc1 | -3.6 | 9.7 | 116.5 | -2.7 | -14.8 | 3.5 | 4.0 | -2.9 | -0.5 | 2.5

Grouped by structure: the entries above containing four or more nitrogen atoms (2)
SMILES | PKA-R2B activ | HTR5A inv ag | Pemphigus Ab inh | V-ATPase pHluor | Arr AP2 block | DAGLB inhibitor | PKA-R1A activ | HTR5A ag ctr | MOR-DOR ag | MOR-DOR inv ag
O=C(CNCc1cccnc1)Nc1cc(C(F)(F)F)ccc1N1CCOCC1 | -5.2 | -1.9 | 104.1 | -5.0 | 0.8 | 0.5 | -9.5 | -1.9 | -1.2 | 6.4
O=C(Nc1cccc(S(=O)(=O)N2CCOCC2)c1)c1ccc2c(=O)n3c(nc2c1)CCCCC3 | -4.3 | -5.8 | . | -3.9 | -10.4 | 1.1 | -8.8 | 0.6 | -0.9 | 4.3

Later entries.
SMILES | PKA-R2B activ | HTR5A inv ag | Pemphigus Ab inh | V-ATPase pHluor | Arr AP2 block | DAGLB inhibitor | PKA-R1A activ | HTR5A ag ctr | MOR-DOR ag | MOR-DOR inv ag
COc1ccc2oc(=O)c(C(=O)NCc3ccc4c(c3)OCO4)cc2c1 | 3.2 | 24.9 | . | 2.6 | 2.8 | -0.8 | -0.3 | 2.7 | -3.9 | 16.2
Cc1c(C)c2ccc(OCC(=O)Nc3nccs3)cc2oc1=O | -4.9 | -8.6 | 105.3 | 1.5 | -5.6 | 1.8 | -3.2 | 2.1 | -0.6 | 3.0
COCC(=O)N1CCC(n2nnc3cc(C(F)(F)F)ccc32)CC1 | -4.0 | 3.8 | 88.7 | 1.8 | -1.9 | -0.2 | -3.0 | -1.7 | -1.6 | 10.3
Cc1c(NC(=O)COC(=O)c2ccc(S(=O)(=O)N3CCOCC3)cc2)c(=O)n(-c2ccccc2)n1C | -2.9 | 13.8 | 84.9 | -2.6 | -19.4 | 1.7 | 3.6 | 1.0 | -1.1 | 5.0
COc1cc(-c2nc3n(c(=O)c2C#N)CCS3)cc(OC)c1OC | 4.7 | -9.2 | 97.9 | -2.2 | 3.9 | 1.6 | -4.1 | 2.5 | -3.6 | 16.8
CCC(=O)N1CCc2cc(S(=O)(=O)CCC(=O)N3CCCC(C)C3)ccc21 (stereo not drawn) | -0.8 | 18.1 | . | -1.8 | -7.9 | 0.7 | 0.4 | 0.1 | -1.9 | 10.0
O=c1cc(-c2ccccc2)nc(N2CCN(Cc3ccccc3)CC2)[nH]1 | -0.3 | -0.9 | 109.9 | -0.1 | 29.3 | -1.0 | -1.1 | 0.3 | 1.4 | -7.9
Cc1nn(Cc2ccc(F)cc2)c(C)c1NC(=O)c1cc2ncc(Br)cn2n1 | 4.9 | -19.2 | 96.4 | -6.8 | 2.3 | -1.0 | -1.9 | -2.7 | -3.7 | 18.6
CS(=O)(=O)N(CCc1ccccc1)CC(=O)N1CCCCC1 | 7.8 | -7.5 | 104.3 | 2.5 | 9.0 | 0.3 | -6.7 | -4.9 | -3.7 | 19.1
Cn1c(-c2cccc([N+](=O)[O-])c2)cnc1NCc1cccc(F)c1 | -6.9 | -2.0 | 119.8 | 6.5 | -0.9 | 1.6 | -2.1 | 2.3 | -2.7 | 13.8
Cc1ccc(S(=O)(=O)/N=C(/c2ccccc2)N(C)c2ccc(O)cc2)cc1 | 0.2 | -8.1 | 96.1 | -1.0 | 9.1 | 1.3 | 1.0 | 3.4 | -2.2 | 10.9
CC(Oc1ccccc1)C(=O)OCC(=O)N1CC(=O)Nc2ccccc21 (stereo not drawn) | 15.0 | 4.0 | 103.1 | 0.8 | 0.0 | -1.9 | -3.7 | -1.5 | -4.8 | 24.9
C1=C(c2sc3ccccc3c2-c2ccc(OCCN3CCOCC3)cc2)CCCC1 | -9.2 | -5.5 | 107.2 | 3.8 | 2.6 | -1.0 | 10.0 | -0.1 | 0.5 | -2.6
CSc1nncc(/C(C)=N\Nc2ccccc2)n1 | -1.5 | -0.8 | 102.8 | -3.1 | -4.3 | -1.0 | 4.7 | 1.8 | 9.0 | -52.1
COc1ccc(/C=C2\SC(=S)N(CCC(=O)Nc3cccc(O)c3)C2=O)cc1OC | -4.9 | 3.8 | 105.4 | 0.6 | -3.4 | 1.9 | 4.2 | -1.1 | -2.4 | 11.0
CC1(C(=O)NCc2cccnc2)CCC(=O)N1Cc1cccs1 (stereo not drawn) | -5.6 | -12.2 | 98.2 | -6.9 | 4.9 | -6.8 | 4.2 | 4.2 | 0.6 | -3.6
CCCCc1cc(=O)oc2c(C)c(OCC(=O)N3CCC(C(N)=O)CC3)ccc12 | 14.2 | -1.6 | 105.5 | -1.8 | -1.5 | -4.3 | -1.1 | -0.8 | 0.6 | -3.0
O=C(c1ccco1)N1CCN(c2ncccn2)CC1 | 12.7 | -29.8 | 82.0 | 0.0 | 2.3 | -0.4 | 5.7 | 0.7 | 1.0 | -5.6
CCc1nnc(NC(=O)CCC(=O)NCC2CCCO2)s1 (stereo not drawn) | 6.1 | 0.1 | . | 0.5 | 15.2 | 0.2 | -7.4 | 0.0 | -3.7 | 15.6
COCCn1cnc2c1c(=O)n(CC(=O)NC1CCCCC1)c(=O)n2Cc1ccccc1 | -11.2 | . | 105.9 | 0.7 | . | -1.7 | -6.3 | . | . | .
COc1ccc(B(O)O)c(CN2CCN(C(=O)OC(C)(C)C)CC2)c1 | -0.7 | -15.9 | 97.2 | -2.8 | 31.0 | -4.0 | -0.1 | 4.2 | -3.5 | 16.1
Cc1ccc(-c2nc3ncccc3n2O)cc1 | -2.4 | -12.6 | 94.9 | -4.3 | 35.4 | -1.5 | -4.9 | 3.4 | -3.4 | 16.9
CCc1nnc(NC(=O)CSc2nnc(CNC(=O)c3ccccc3)o2)s1 | -3.3 | . | 94.7 | . | . | -1.4 | -2.2 | . | . | .
COc1cccc(NC(=O)CN(C)C(=O)c2ccc(S(=O)(=O)Nc3ccccc3F)cc2)c1 | -2.9 | 1.3 | 102.4 | 0.5 | -13.4 | 1.8 | -10.1 | 1.1 | -1.9 | 12.6
O=C1Cc2ccccc2C(=O)N1c1cccc(Cl)c1 | -1.3 | -4.0 | 89.0 | -3.9 | 40.4 | -1.3 | -2.3 | 1.6 | -0.7 | 3.9
Cc1ccc(-c2nc(CS(=O)CC(=O)N3CCN(c4ncccn4)CC3)c(C)o2)cc1 (stereo not drawn) | -1.0 | -2.5 | 100.4 | -2.3 | 6.6 | -0.4 | 2.6 | 0.8 | 1.8 | -10.5
O=C(Nc1ccccc1C(=O)NC(Cc1c[nH]c2ccccc12)C(=O)O)c1ccco1 (stereo not drawn) | 8.9 | 3.2 | 99.3 | 0.9 | 7.3 | 2.6 | -1.6 | -1.1 | -0.6 | 3.6
CCOc1cc(C(=O)NCCCNC(=O)c2cc(OCC)c(OCC)c(OCC)c2)cc(OCC)c1OCC | -1.7 | 19.4 | 116.3 | -1.1 | -15.4 | -1.0 | -3.2 | 7.5 | -0.4 | 2.1
O=C1c2ccccc2C(=O)N1CCc1c[nH]c2ccc(O)cc12 | 3.1 | -100.5 | 101.1 | 2.0 | -10.6 | -8.6 | -12.8 | 23.9* | -1.9 | 9.1
COc1ccc2c(CC(=O)NNC(=O)c3ccc(O)cc3)coc2c1 | 2.0 | -6.7 | 113.0 | 1.7 | -3.8 | 1.1 | 2.5 | 1.7 | -3.8 | 18.6
Cc1ccccc1Nc1nc(-c2sc(NC(=O)c3ccco3)nc2C)cs1 | -1.4 | -20.6 | 95.2 | -1.9 | 0.9 | 3.6 | 4.5 | 1.2 | -2.5 | 13.5
CN1CCN(S(=O)(=O)c2cccc(C(=O)Nc3sccc3C#N)c2)CC1 | -7.1 | -6.8 | 100.4 | -0.5 | -12.7 | -6.7 | -12.1 | 2.8 | -1.8 | 7.3
COc1cccc(NC(=O)C2C3C=CC4(O3)C2C(=O)N(CCCN2CCCC(C)C2)C4C(=O)NC2CCCCC2C)c1 (stereo not drawn) | -1.8 | -4.0 | 113.2 | -1.6 | 34.1 | 0.9 | -8.2 | 1.3 | 1.0 | -8.1
COc1ccc(N(C)C(=O)c2oc(=O)c3ccccc3c2-c2ccc(C)cc2)c(OC)c1 | -4.0 | 14.0 | 91.2 | -12.5 | 23.6 | -1.7 | -3.2 | 0.5 | -3.0 | 15.4
Cc1cc(C)nc(NC(=S)Nc2ccccc2)n1 | -13.5 | -17.3 | 107.1 | -1.2 | -24.5 | -0.9 | -7.6 | 6.3 | -0.9 | 4.8

From PubChem
